# UBC9 SUMO inh – blocks human SUMOylation mediated by UBC9; HTRF SUMOylation assay, SAE1/SAE2 + UBC9, in vitro; inhibition, % at 35 µM; 290,000 tested, 0.36% active; in the data active = inhibition above about 50%, passing the limit was not always enough; also: strong numbers were not always called active
# Target sequence (P63279 whole entry, looked up): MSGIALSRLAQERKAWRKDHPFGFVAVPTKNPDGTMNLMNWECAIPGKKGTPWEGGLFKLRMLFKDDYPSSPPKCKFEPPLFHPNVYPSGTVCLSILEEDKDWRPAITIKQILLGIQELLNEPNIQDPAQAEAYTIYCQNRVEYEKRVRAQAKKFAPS
# FID counter – counter-screen for HCV NS3 helicase inhibitors: DNA intercalator displacement; DNA fluorescent intercalator displacement, fluorescence; inhibition, % at 7.9 µM; 290,000 tested, 0.17% active; AID 1845; in the data active = inhibition above about 37%;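 also: 0% = vehicle and 100% = reference compound; higher means more ethidium bromide displaced from hairpin DNA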
# CRFR2-BP antag – CRF-BP/CRF-R2 complex antagonism; HEK293 CRF-R2/CRF-BP, CRF-induced calcium fluorescence; inhibition, % at 11.8 µM; 350,000 tested, 0.59% active; AID 588475;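 active = inhibition of the ligand-induced calcium signal above about 50% at the single tested concentration, limit read from the data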
# MEKK3 PB1 HTS – raises or lowers MEK5 binding to the human MEKK3 PB1 domain | bead-based flow cytometry, Alexa488-MEK5 binding to MEKK3; actives lie on both sides; 0 = blocked by unlabeled MEK5, 100 = vehicle | 290,000 tested, 1.4% active | AID 1529 | Q99759 | binding response (% of control), % at 10 µM;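 active = binding response more than 3 SD above or below the average of its plate-row segment, actives on both sides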;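 also: Alexa488 bead fluorescence after subtracting the streptavidin-only scavenger bead signal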
# Target sequence (Q99759 whole entry, looked up, the tested form may be a part): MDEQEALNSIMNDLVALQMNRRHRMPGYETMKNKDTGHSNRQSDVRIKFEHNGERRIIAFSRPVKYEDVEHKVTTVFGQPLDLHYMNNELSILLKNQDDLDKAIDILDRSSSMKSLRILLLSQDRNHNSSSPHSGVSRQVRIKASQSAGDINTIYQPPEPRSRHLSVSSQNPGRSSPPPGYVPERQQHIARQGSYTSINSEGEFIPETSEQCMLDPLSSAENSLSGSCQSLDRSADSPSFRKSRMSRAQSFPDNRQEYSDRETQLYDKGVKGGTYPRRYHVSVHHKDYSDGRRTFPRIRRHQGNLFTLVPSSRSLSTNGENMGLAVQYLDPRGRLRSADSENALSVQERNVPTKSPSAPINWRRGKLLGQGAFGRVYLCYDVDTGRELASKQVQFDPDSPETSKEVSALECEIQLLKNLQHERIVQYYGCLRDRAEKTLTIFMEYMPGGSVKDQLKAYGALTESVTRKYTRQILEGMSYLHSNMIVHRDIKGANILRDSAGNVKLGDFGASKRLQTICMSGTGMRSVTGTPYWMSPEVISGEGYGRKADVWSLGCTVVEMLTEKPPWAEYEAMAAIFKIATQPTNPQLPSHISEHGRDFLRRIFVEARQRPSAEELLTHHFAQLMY
# MEKK2mut PB1 HTS – signal of MEK5 binding to mutant human MEKK2 PB1 domain. bead flow cytometry, Alexa488-MEK5 binding to MEKK2 mutant. percent response, % at 10 µM. 290,000 tested, 0.35% active. AID 1530; in the data active = percent response above about 24%, passing the limit was not always enough; also: inactives centre near 1; some results filed as inactive read as strong as hits
# MEKK2 WT-MEK5 – raises or lowers MEK5 binding to wildtype human MEKK2 PB1 domain; binding response (% of control), % at 10 µM; 290,000 tested, 1.1% active; Q9Y2U5; AID 1531; bead flow cytometry, Alexa488-MEK5 binding to MEKK2 WT; actives lie on both sides; in the data active = binding response below about 67% or above about 130%
# GalR3 antag – blocks the human galanin receptor 3. O60755. 360,000 tested, 0.44% active. AID 651719. HEK293 GalR3-CNG cAMP membrane potential fluorescence; galR3 body fused to GalR1 C-terminus. inhibition, % at 3 µM;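 active = inhibition above the screen-wide average plus 3 SD, cut at about 13% in these data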;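 also: forskolin and galanin both at EC90 stimulate the cells; cAMP rise reported by CNG channel membrane potential dye signal; 0% = forskolin plus galanin with DMSO and 100% = forskolin alone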
# Target sequence (O60755 1-299 limits assumed): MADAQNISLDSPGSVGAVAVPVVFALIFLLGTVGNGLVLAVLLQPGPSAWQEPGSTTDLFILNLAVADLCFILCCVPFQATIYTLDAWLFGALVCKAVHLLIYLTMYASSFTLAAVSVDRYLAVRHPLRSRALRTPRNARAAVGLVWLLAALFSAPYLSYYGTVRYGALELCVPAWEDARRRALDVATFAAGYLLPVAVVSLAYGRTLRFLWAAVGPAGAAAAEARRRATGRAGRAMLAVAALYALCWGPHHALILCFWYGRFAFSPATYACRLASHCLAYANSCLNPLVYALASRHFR
# HCV NS3 hel inh – inhibitors of Hepatitis C virus NS3 helicase; 290,000 tested, 0.56% active; inhibition, % at 10.9 µM; NS3 helicase DNA unwinding, Cy5 molecular beacon fluorescence; AID 1800;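 active = inhibition above the mean of all tested compounds plus 3 SD, set per campaign, cut at about 35% in these data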;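 also: 0% = DMSO wells and 100% = thioflavine S control wells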
#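 Compound dosing – single dose, 10.9 µM nominal final, DMSO 0.8% final · System – NS3 helicase fragment of HCV · Buffer or medium – MOPS pH 6.5, MgCl2, DTT, Tween20, BSA · Signal – Cy5 beacon fluorescence read at start and 1 h · Also added – annealed dual-labelled DNA beacon duplex, ATP-started · Schedule – 1 h at 25 °C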
# CRFR2-BP ag – agonists of human CRF-binding protein/CRF-R2 receptor complex | AID 588473 | 350,000 tested, 0.46% active | HEK293 CRF-R2/CRF-BP, calcium dye fluorescence (FLIPR); percent of saturating CRF peptide response | activation, % at 13.2 µM;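 active = activation of at least 50%, plus an integration ratio under a set limit after plate pattern correction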;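 also: plate controls were neutral control wells without compound for no effect and CRF at EC100 for full effect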
# Starred values were filed as active, the others as inactive; x = no result given; [ ] = dose if it differs, or a comment. These rows are one share of the data; count on the stated rates, not on these rows.
# A first look:
SMILES,UBC9 SUMO inh,FID counter,CRFR2-BP antag,MEKK3 PB1 HTS,MEKK2mut PB1 HTS,MEKK2 WT-MEK5,GalR3 antag,HCV NS3 hel inh,CRFR2-BP ag
CC1c2[nH]c3ccccc3c2CCN1S(C)(=O)=O (stereo unspecified),3,2,4,105,8,104,-3,-3,0.5
Cc1cc(C)cc(NC(=O)Nc2cc(S(=O)(=O)N(C)C)ccc2C)c1,0,-15,27,95,-18,93,0,11,0.5
C=CCOc1c(Br)cc(CNc2ccc(NC(=O)C(C)C)c(OC)c2)cc1OCC,14,-13,11,92,-1,84,-4,-10,3.4
O=C1NC2=C(C(=O)CCC2)C(c2ccccc2Cl)N1 (stereo unspecified),-12,-1,-11,105,4,104,-12,0,0.1

# Results (from the top)
SMILES,UBC9 SUMO inh,FID counter,CRFR2-BP antag,MEKK3 PB1 HTS,MEKK2mut PB1 HTS,MEKK2 WT-MEK5,GalR3 antag,HCV NS3 hel inh,CRFR2-BP ag
CC1c2[nH]c3ccccc3c2CCN1S(C)(=O)=O (stereo unspecified),3,2,4,105,8,104,-3,-3,0.5
Cc1cc(C)cc(NC(=O)Nc2cc(S(=O)(=O)N(C)C)ccc2C)c1,0,-15,27,95,-18,93,0,11,0.5
C=CCOc1c(Br)cc(CNc2ccc(NC(=O)C(C)C)c(OC)c2)cc1OCC,14,-13,11,92,-1,84,-4,-10,3.4
O=C1NC2=C(C(=O)CCC2)C(c2ccccc2Cl)N1 (stereo unspecified),-12,-1,-11,105,4,104,-12,0,0.1
COc1ccccc1NC(C)C(=O)N/N=C/c1cccs1 (stereo unspecified),10,-8,-9,107,-9,92,-5,5,-2.3
Cc1csc(Sc2ccc(S(=O)(=O)N3CCCC3)cn2)n1,19,-6,-7,111,-5,106,5,0,-0.8
NC(=O)c1ccc(Oc2ccc3c(c2)CCC3)c([N+](=O)[O-])c1,5,-1,37,98,2,103,-8,-23,-1.5
COc1ccc(N2CCN(C(CNC(=O)C3CCCCC3)c3cccnc3)CC2)cc1 (stereo unspecified),-11,-20,36,100,14,110,-4,7,6.1
CC1=NN(c2ccc(Cl)c(C(=O)O)c2)C(=O)/C1=C\c1ccc(-c2ccc(C(=O)O)cc2)o1,82*,-4,-1,95,-9,88,1,0,-1.3
O=C(N/N=C/c1ccccc1Cl)c1[nH]c2ccc(Br)cc2c1-c1ccccc1,3,-6,-60,97,9,94,-6,16,-0.4
Cc1cc(NC(=O)Cn2c(=O)c3c(ncn3CC(C)C)n(Cc3ccccc3)c2=O)no1,30,-24,-16,105,2,106,0,-9,-4.8
Fc1cccc(/C=N/Nc2nc3ccccc3[nH]2)c1,10,6,-54,81,-10,91,-3,-6,-1.3
CNc1ccc(S(=O)(=O)NC)cc1[N+](=O)[O-],12,1,7,103,2,105,-6,-9,1.4
O=C(NCc1ccc(F)cc1)C1(c2cccs2)CCOCC1,1,1,11,91,7,104,-4,19,-3.2
COc1ccc(-n2c(-c3ccccc3)cc3c2CCCC3=O)cc1,-1,-22,11,98,3,95,x,-7,-5.1
CCNc1ccc(Br)cc(C(=O)/C=C/c2c(Cl)cccc2Cl)c1=O,15,-21,1,82,2,47*[inhibitor],x,26,0.8
CC1CCc2sc3c(c2C1)c(=O)n(CC(=O)O)c(=O)n3Cc1ccc(Cl)cc1 (stereo unspecified),-2,0,9,102,1,103,-11,-25,0.3
CCOC(=O)Cc1csc(NC(=O)c2csc(C)c2)n1,-6,-6,-2,103,4,106,-7,4,-1.3
Cc1ccc2nc(N(CCCN(C)C)C(=O)c3ccc(S(=O)(=O)N4CCOCC4)cc3)sc2c1,11,25,-23,100,10,116,1,-68,8.1
CCN1CCN(c2cc(C)c3cc(NC(=O)Cc4ccc(OC)c(OC)c4)ccc3n2)CC1,-7,10,-1,111,26*,123,5,-7,-1.6
CCN1CCN(Cc2cc(=O)oc3cc4c(cc23)CCC4)CC1,15,1,-7,97,1,96,0,2,0.5
O=C1N(c2ccccc2)C[C@@H]2C[C@@H](c3cc4ccccc4o3)N3CCC[C@@]123,9,-23,5,101,-4,101,-11,-6,-1.5
Cc1[nH]n(-c2ccccc2)c(=O)c1N=Nc1ccccc1O,-7,9,-11,99,-10,86,-4,-5,14
CCn1c(CNc2ccccc2Cl)nnc1SCC(=O)NCc1ccccc1,-13,-26,-21,101,0,99,-5,-1,0.7
C=CCc1cccc(CNn2cnnc2)c1O,8,-9,1,72,-6,77,-6,6,0.8
O=C(Nc1ccccc1F)c1ccc([N+](=O)[O-])s1,4,6,1,94,-7,88,-1,-4,-1.6
COc1ccc(/C=C\C(=O)NCc2ccc3[nH]c(C)cc3c2)cc1OC,6,-13,-16,108,11,95,x,-3,1.0
CSc1cccc(NC(=O)CSc2nc3ccccc3o2)c1,29,-7,7,111,5,107,7,-8,-2.1
NC(=O)N=Nc1c(O)[nH]c2c(Br)cc(Br)cc12,5,1,x,85,-6,91,x,12,x
Cc1n[nH]c(C)c1CS(=O)(=O)c1ccccc1,6,6,-2,100,-3,93,-4,1,-1.3
Cc1c(C(=O)NCc2ccccc2)oc2c1C(=O)CCC2,10,-5,21,98,3,93,-4,4,0.4
C=CCn1c(SCC(=O)Nc2nc3ccccc3s2)nnc1-c1ccccc1O,-5,-26,-6,107,1,96,-14,-12,-0.5
NS(=O)(=O)c1ccc(CNS(=O)(=O)c2ccc3ccccc3c2)cc1,2,-4,0,105,6,103,0,0,-0.9
O=[N+]([O-])c1ccc(/C=C/c2ccncc2)cc1,15,-3,1,99,8,-2.0*[inhibitor],-8,0,-1.6
N#Cc1ccc(NC(=O)Cn2c3[n+](c4ccc(C(F)(F)F)cc42)CCCCC3)cc1,32,18,-4,101,5,109,-3,-12,-1.1
CCn1c(SCC(=O)Nc2cccc(C)n2)nc2c1c(=O)n(C)c(=O)n2C,15,3,-8,84,-10,78,0,6,1.0
Cc1cc(C)nc(-n2ncc3c2CC(c2ccc(C(C)C)cc2)CC3=O)n1 (stereo unspecified),-2,-32,-52,148*,0,103,-9,-5,-1.2
Cc1[nH]c(=O)[nH]c(=O)c1CSc1nnc([C@H](CC(C)C)NC(=O)OC(C)(C)C)o1,2,-9,-2,98,0,98,-2,-2,-1.7
CN(CCNC(=O)c1ccc(CS(=O)(=O)c2ccc(Br)cc2)o1)CCc1ccccc1,-12,9,-6,104,8,113,-1,-31,-1.2
CCOc1ccc(N2C(=O)C3=C(C(c4ccc(Cl)cc4)=NCCN3)C2c2cccnc2)cc1 (stereo unspecified),14,29,-13,99,6,105,6,-19,25
Cc1nc2ncnn2c(Nc2ccc3c(c2)OCCO3)c1C,x,-6,28,93,-2,98,-7,1,-0.8
COc1cc(/C=N/NC(=O)c2cccc3ccccc23)cc(OC)c1O,2,-3,8,105,6,107,4,-8,-1.0
COc1ccc(-c2csc(NC(=O)Cn3nc(C)cc3C)n2)cc1,25,-19,-5,106,3,104,-3,0,0.5
Cn1c(COc2ccccc2)nc2ccccc21,7,0,-4,101,4,102,-4,5,-0.8
CC(C)(O)c1cn(-c2nonc2N)nn1,8,-5,7,94,-8,94,6,2,0.4
COc1ccc(Cn2c(C)c(C)c(C#N)c2NC(=O)Nc2cccc(Cl)c2)cc1,40,-4,2,105,5,107,1,4,-0.7
COc1cc(C(=O)NCCC(=O)N2CCCCC2)cc(OC)c1OC,4,-9,-8,101,7,109,-9,-5,-0.9
O=C(COC(=O)c1n[nH]c2ccccc12)NC(=O)NC12CC3CC(CC(C3)C1)C2,29,-1,2,103,1,99,-7,5,-1.1
CC(C)CC(C(=O)O)N1C(=O)C2C3CC(C2C1=O)C1C(c2ccccc2)c2sc(=O)[nH]c2SC31 (stereo unspecified),16,-28,13,111,0,103,0,20,-1.4
COc1cc(/C=N/NC(=O)CCn2nnc3ccccc32)ccc1O,-12,-3,5,100,8,111,-5,1,-0.7
C=CCn1c(N2CCCC2)nc2c1c(=O)n(C)c(=O)n2C,7,-12,-6,105,1,104,-7,7,-0.1
COc1ccc(Cc2nnc(SCC(=O)Nc3ccc(N4CCOCC4)cc3)o2)cc1,3,-29,6,104,1,102,-8,-3,0.2
O=P(CCCO)(Cc1ccccc1)Cc1ccccc1,-3,-4,5,98,1,105,-8,-2,0.8
C#CCOCCOCCOCCNc1nc(N2CCN(C(=O)[C@H](CCCCN)n3cc(C(N)COC(=O)C(F)(F)F)nn3)CC2)nc(N2CCN(C(=O)[C@H](CCCCN)n3cc(C(N)CC(C)C)nn3)CC2)n1 (stereo partly specified),2,x,x,101,21,150*,x,x,x
CC(CCc1ccccc1)NC(=O)CN1CCc2ccccc2C1 (stereo unspecified),0,-19,-9,106,-3,104,0,-6,-1.1
CCCC(=O)n1nc(-c2ccccc2)nc1SC,1,-1,-18,83,-1,90,-7,16,0.8
O=C1S/C(=C\C=C\c2ccco2)C(=O)N1c1ccccc1,31,-12,21,97,8,98,2,49*,-3.0
O=C(NCCN1CCN(c2ccccc2)CC1)c1ccc2c(c1)[nH]c(=S)n1c3ccccc3nc21,29,-12,11,104,-2,104,0,-2,0.0
CN(C)CCSc1nnc2[nH]c3ccccc3c2n1,-4,19,6,99,-3,97,-4,9,-1.5
COc1ccc(C(=O)C23CC4CC(C2)CC(C(=O)c2ccc(OC)cc2)(C4)C3)cc1,5,1,-12,98,-2,106,-5,3,-1.1
# Other structures follow:
SMILES,UBC9 SUMO inh,FID counter,CRFR2-BP antag,MEKK3 PB1 HTS,MEKK2mut PB1 HTS,MEKK2 WT-MEK5,GalR3 antag,HCV NS3 hel inh,CRFR2-BP ag
CCc1cc2c(=O)c(-c3nc4ccccc4n3C)coc2c(CN2CCOCC2)c1O,14,-3,-17,113,-1,97,2,9,-2.5
COc1ccc(S(=O)(=O)N2CCOCC2)cc1NC(=O)CCc1nc2ccccc2c(=O)[nH]1,7,-24,4,106,3,101,0,12,-1.4
O=C(Cn1ccc(C(F)(F)F)n1)Nc1ccc(S(=O)(=O)NCc2ccco2)cc1,x,-2,-15,113,3,103,-4,-4,-1.4
COc1c2ccoc2c(OC(C)=O)c2oc(C)cc(=O)c12,-22,0,-9,103,2,102,-10,4,-0.2
CCN(CC)C(=O)Cn1c(=O)n(CCCC(=O)NCc2ccccc2)c(=O)c2sccc21,1,-1,17,102,-2,99,4,2,-0.3
COc1ccc(OC)c(C(C)NC(=O)Nc2cccc(C(C)=O)c2)c1 (stereo unspecified),8,-10,-5,104,9,104,5,-4,-0.5
Cc1nonc1OCC(C)(COc1nonc1C)NC(=O)c1ccccc1,4,-4,14,107,2,103,-4,-2,-1.6
O=C(Nc1ccc(Cl)cn1)c1ccc(Oc2ccccc2)cc1,2,-11,12,103,1,103,-8,4,-0.1
Cc1ccccc1OCc1nnc(SCC(=O)Nc2ccc(N3CCOCC3)c(Cl)c2)n1C,-5,-18,-23,98,0,104,-6,-3,0.0
O=C(O)c1nn(CCOc2ccc(Br)cc2)c(=O)c2ccccc12,-19,-18,-16,97,-5,93,-6,-14,2.2
Cc1ccnc(NC(=O)c2cccs2)c1,-9,0,34,105,3,103,-4,-28,2.9
CC1CCN(S(=O)(=O)c2ccc3[nH]c(=O)ccc3c2)CC1,2,-6,-4,105,3,103,-1,-4,4.9
CCOC(=O)C1CCN(Cc2ccc(OCc3ccccc3)cc2)CC1,-6,10,13,98,6,110,-11,-19,-0.5
